# Screening data as filed in PubChem.
# Tau fibril ThT: qHTS for Inhibitors of Tau Fibril Formation, Thioflavin T Binding | hit rate 2.1% among 270,000 | recombinant tau K18 P301L, heparin-induced fibrillization, ThT fluorescence | Potency, µM (doses to about 57.4 µM), for inactives: at the top dose activity, negative = inhibition, hits mostly inhibitors; also: nearly all actives have a fitted effect of over 55% in size
# Target sequence (P10636 561-689 P618L limits assumed): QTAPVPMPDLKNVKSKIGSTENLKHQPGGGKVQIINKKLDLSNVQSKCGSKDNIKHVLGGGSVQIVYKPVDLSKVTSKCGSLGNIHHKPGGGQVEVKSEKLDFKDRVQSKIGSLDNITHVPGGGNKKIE
#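 Fibril formation assay: tau K18 P301L at 15 uM with trace Alexa 594 label, heparin inducer 20 uM, pH 7 sodium acetate buffer, 37 C for 6 hr; endpoint ThT signal.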
# TRb-SRC2 inh: qHTS for Inhibitors of the Interaction of Thyroid Hormone Receptor and Steroid Receptor Coregulator 2; Thyroid hormone receptor beta (Homo sapiens), P10828; TRbeta-SRC2 peptide binding, fluorescence polarization; receptor liganded with 1 µM T3; Potency, µM (titrated, usually from 106 µM), without a hit: top-dose activity change, negative = inhibition, most hits filed as inhibitors; hit rate 0.065% among 280,000; AID 1469, 2008;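 also: plate controls were bound peptide for no effect and peptide without receptor for full effect; nearly all actives have a fitted effect of over 50% in size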
#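 Fluorescence polarization of 20 nM Texas Red SRC2 peptide (20-aa NR interaction domain) bound to 0.6 uM human TRb ligand-binding domain, with 1 uM T3, after 5 hr at ambient temperature; inhibition seen as decreased polarization.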
# KDM4E inh: qHTS Assay for Inhibitors of Human Jumonji Domain Containing 2E (JMJD2E) | hit rate 1.6% among 230,000 | JMJD2E catalytic domain, FDH-coupled NADH fluorescence (FDH is formaldehyde dehydrogenase) | AID 2147, 2009 | Potency, µM (series often up to 57.1 µM), inactives show top-dose activity change, negative = inhibition, actives largely listed as inhibitors; active = well fitted inhibition curve with a large enough effect, not every such curve was filed as active; inconclusive = small, poorly fitted or top-dose-only effect, or another doubt; inactive = no such curve, though single readings can be large or run the other way;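 also: 0% = wells with enzyme and -100% = buffer wells without enzyme; nearly all actives have a fitted effect of over 50% in size; many of its hits are not listed in these tables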
# Target sequence (B2RXH2 1-337 limits assumed): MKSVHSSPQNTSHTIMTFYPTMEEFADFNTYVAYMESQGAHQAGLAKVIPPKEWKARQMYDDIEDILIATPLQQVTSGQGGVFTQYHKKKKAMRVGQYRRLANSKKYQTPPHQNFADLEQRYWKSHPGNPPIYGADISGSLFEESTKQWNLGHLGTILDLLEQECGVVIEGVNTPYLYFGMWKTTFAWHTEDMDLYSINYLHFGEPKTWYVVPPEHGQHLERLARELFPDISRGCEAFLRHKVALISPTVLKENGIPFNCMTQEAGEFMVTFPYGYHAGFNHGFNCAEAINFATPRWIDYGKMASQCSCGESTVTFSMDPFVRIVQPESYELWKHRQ
# RGS12 GoLoco inh: qHTS Assay for Inhibitors of RGS12 GoLoco Motif Activity (Red Fluorophore) | Guanine nucleotide-binding protein G(i) subunit alpha-1 (Homo sapiens), P63096 | Gai1:RGS12 GoLoco peptide FP, rhodamine, 10 min | Potency, µM (titrated, usually from 61.6 µM), without a hit: top-dose activity, negative = inhibition, actives largely listed as inhibitors | hit rate 0.44% among 230,000; active = well fitted inhibition curve with a large enough effect, not every such curve was filed as active; inactive = no such curve, though single readings can be large or run the other way; also: nearly all actives have a fitted effect of over 30% in size; many of its hits are not listed in these tables
# Target sequence (P63096 whole entry, looked up): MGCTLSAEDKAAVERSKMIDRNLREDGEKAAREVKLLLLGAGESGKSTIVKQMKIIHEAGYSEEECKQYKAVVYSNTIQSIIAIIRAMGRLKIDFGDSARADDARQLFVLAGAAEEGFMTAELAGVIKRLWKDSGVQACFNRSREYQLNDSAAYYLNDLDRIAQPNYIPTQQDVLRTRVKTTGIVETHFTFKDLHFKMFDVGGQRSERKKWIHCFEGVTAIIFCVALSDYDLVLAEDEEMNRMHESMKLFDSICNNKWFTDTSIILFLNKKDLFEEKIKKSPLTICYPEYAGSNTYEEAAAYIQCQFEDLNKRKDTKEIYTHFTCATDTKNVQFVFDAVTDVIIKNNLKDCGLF
# TR SRC2 fluor cs: Total Fluorescence Counterscreen for Inhibitors of the Interaction of Thyroid Hormone Receptor and Steroid Receptor Coregulator 2; TRb/SRC2 Texas Red total fluorescence interference; Potency, µM (top dose mostly 106 µM), without a hit: at the highest dose fluorescence change, negative = quenching; hit rate 0.29% among 280,000; AID 1479, 2009; active = well fitted curve in either direction with a large enough effect; inconclusive = small, poorly fitted or top-dose-only effect
#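 Flags fluorescent or light-absorbing compounds by total fluorescence, S + 2P, at 555 nm excitation and 632 nm emission. Mixture: 20 nM Texas Red SRC2 peptide, 0.6 uM human TRb LBD, 1 uM T3, 5% DMSO; compound exposure 5 h at ambient temperature.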
# RECQ1 helicase: qHTS Assay for Inhibitors of RecQ-Like Dna Helicase 1 (RECQ1) | ATP-dependent DNA helicase Q1 (Homo sapiens), P46063 | RECQ1 DNA unwinding, red fluorescence kinetic read | Potency, µM (doses to about 57.3 µM), without a hit: at the top dose activity, negative = inhibition, most hits filed as inhibitors | hit rate 0.54% among 240,000 | AID 2549, 2010;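 also: plate controls were vehicle for no effect and no enzyme for full effect; nearly all actives have a fitted effect of over 30% in size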
#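 RECQ1T1 50 nM; forked duplex (20 bp + 30-nt ss tails) 200 nM, ATP 2 mM final; pH 8.0, 2 mM MgCl2, 2.5 ug/ml poly(dI-dC); 15 min compound preincubation; discontinuous kinetic read over 2 h at RT.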
# Tau fibril FP: qHTS for Inhibitors of Tau Fibril Formation, Fluorescence Polarization. Microtubule-associated protein tau (Homo sapiens), P10636. K18 P301L tau heparin fibrillization, Alexa594 FP, 6 h. Potency, µM (doses to about 57.7 µM), without a hit: top-dose activity, negative = inhibition, hits mostly inhibitors. hit rate 0.39% among 280,000. AID 1468, 2008; also: nearly all actives have a fitted effect of over 55% in size
#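 FP of Alexa 594-tau after heparin (20 uM) induction. Substrate: human K18 P301L, 15 uM unlabeled, 0.24 uM labeled. Buffer 100 mM sodium acetate pH 7. 6 hr, 37 C.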
# L3MBTL1 inh: qHTS Assay for the Inhibitors of L3MBTL1; Lethal(3)malignant brain tumor-like protein 1 (Homo sapiens), Q9Y468; AlphaScreen L3MBTL1–H3K9me1 peptide binding; Potency, µM (top dose mostly 57.1 µM), for inactives: at the top dose activity, negative = inhibition, hits mostly inhibitors; hit rate 0.66% among 230,000; AID 485360, 2010; also: nearly all actives have a fitted effect of over 60% in size
#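 Read-out is AlphaScreen signal from streptavidin donor and nickel chelate acceptor beads (10 ug/mL final each) bridging L3MBTL1 (50 nM) and biotinylated K9-monomethylated H3(1-15) peptide (75 nM), after 30 min compound exposure at room temperature.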
# The depositor's hits bear a star; i = inactive; ? = inconclusive; · = not tested or not shown; & = joins results of further samples; [ ] = dose if it differs, or a comment. Unless noted, calls follow the shape of the dose curve; as a rule, active = well fitted curve in the direction sought with a large enough effect; inconclusive = small, poorly fitted or top-dose-only effect, or another doubt; inactive = no such curve, though single readings can be large; an effect the other way counts as inactive or inconclusive. Unless noted, % is scaled to controls: 0 for no effect and ±100 for the full control effect; potency is read from the fitted curve at half-maximal effect. Only part of the results is shown; rates above refer to the full screens.
SMILES,Tau fibril ThT,TRb-SRC2 inh,KDM4E inh,RGS12 GoLoco inh,TR SRC2 fluor cs,RECQ1 helicase,Tau fibril FP,L3MBTL1 inh
N/C(=N\OC(=O)Cc1ccccc1[N+](=O)[O-])c1ccncc1,1%,-8%,-4%,5%,-1%,-2%,-6%,-4%
Cc1ccc(NC(=O)COC(=O)CCC(=O)c2ccc(Cl)cc2)cc1S(=O)(=O)N(C)C,-4%,0%,1%,·,-3%,-14%,-4%,12%
CCN(C(=O)c1cnc(OC)cc1C(F)(F)F)c1ccc(Cl)cc1,-9%,-4%,-8%,4%,-4%,-2%,0%,2%
O=C(OC(C(=O)NCc1ccco1)C(OC(=O)c1ccccc1)C(=O)NCc1ccco1)c1ccccc1 (stereo not given),-5%,-5%,17%,4%,-2%,-3%,3%,-4%
O=C(CCCCCNC(=O)c1ccccc1)C[N+](=O)[O-],-7%,0%,-3%,7%,-4%,-9%,-4%,1%
O=S1(=O)N=C(Nc2ccc(N3CCOCC3)c(Cl)c2)c2ccccc21,-9%,-8%,-19%,3%,-5%,i,4%,-4%
CCCCc1ccc(NC(=O)COc2ccc(C(=O)Nc3ccccc3OC)cc2)cc1,-4%,2%,2%,1%,3%,-3%,-9%,7%
Nn1nnc2ccccc21,?,0%&-2%,0%&-13%,-11%&0%,2%&-1%,-1%&-10%,6%&-2%,·
Cc1ccc(C)c(NC(=O)COC(=O)CCc2ccc(S(=O)(=O)N3CCOCC3)cc2)c1,3%,-2%,5%,0%,-1%,i,-4%,6%
C#CCNC(=O)C1=C[C@@H](c2ccc(C(F)(F)F)cc2)[C@H](CCCO)[C@@H](OCC)O1,8%,4%,6%,7%,0%,-6%,6%,8%
COc1ccc(CCNc2nc3c(-c4cccc(F)c4)nnn3c3ccccc23)cc1OC,7%,-5%,·,·,-1%,·,?,·
O=C(O)/C=C/c1cccc2c1OCCO2,·,3%,?,-4%,0%,-12%,14%,·
O=C(O)c1ccc(COc2ccc(/C=N/NC(=O)c3cccs3)cc2)cc1,?,0%,-7%,10µM*,-1%,-2%,-12%,3%
COc1ccc(Cl)cc1NC(=O)c1ccco1,1%,3%,1%,1%,2%,i,2%,·
Nc1c(C(=O)OCC(=O)NCc2ccccc2)[nH]c(=O)[nH]c1=O,-7%,3%,?,7%,-3%,2%,-1%,15%
O=C(c1ccc(S(=O)(=O)N2CCCCC2)cc1)N1CCN(CCN2C(=O)c3cccc4cccc(c34)C2=O)CC1,?,3%,310%,1%,3%,-2%,7%,-18%
CC(=O)c1ccccc1NS(C)(=O)=O,-5%,7%,0%,-8%,1%,-2%,1%,-5%
O=C(COC(=O)CCc1c[nH]c2ccccc12)NCc1ccc(Cl)cc1,-16%,0%,0%,17%,-3%,-6%,?,-9%
O=C(c1cccn2c(=O)c3cc(Cl)ccc3nc12)N1CCOCC1,-16%,-6%,?,5%,-6%,-1%,-4%,1%
CC(NC(=O)c1ccccc1O)c1ccccc1 (stereo not given),-1%,2%,?,-9%,-1%,-15%,4%,·
Cc1ccc(C(=O)N2CCC(C(N)=O)CC2)cc1C,16%,-1%,3%,3%,-4%,-14%,5%,-6%[11.4 µM]
CCN(CC)CCNC(=O)Cn1ncc2ccccc2c1=O,3%,-5%,4%,1%,0%,-2%,0%,-3%
CCOc1ccc(S(=O)(=O)NCCc2c(C)[nH]c3c(Cl)cccc23)cc1C,-16%,-2%,·,·,2%,·,7%,·
COc1cccc(NC(=O)N(Cc2cn(C)c3ccccc23)C2CCCCCC2)c1,-19%,1%,·,·,0%,·,-9%,·
CN(C)c1ccc(CN(C(=O)COc2ccc(F)cc2)C2CCS(=O)(=O)C2)cc1 (stereo not given),-5%,0%,3%,-11%,-2%,-2%,5%,-12%
Cc1cc(-c2nnc(CCC(=O)NC(C)c3ccc(F)cc3)o2)no1 (stereo not given),3%,0%[53 µM],9%,-3%,-1%[53 µM],9%,0%,4%
COc1ccc(S(=O)(=O)c2c(Nc3ccc(C)cc3C)sc(C(=O)c3ccc(F)cc3)c2N)cc1,-12%,6%,·,·,3%,·,1%,·
COc1cccc(C(=O)N/N=C(/CCC(=O)O)c2ccccc2)c1,-7%,-2%[53 µM],23%,0%,-1%[53 µM],-10%,8%,3%
O=[N+]([O-])c1ccc(NCCCN2CCOCC2)c([N+](=O)[O-])c1,?,-3%,-14%,2%,-2%,-3%,-18%,-8%
NNC(=O)c1sc2nc(N3CCOCC3)c3c(c2c1N)CCCC3,·,0%,?,12%,-3%,-10%,0%,·
CC1(C)CC(NNCCC#N)=CC(=[N+]2CCCC2)C1,?,2%,1%,47%[activator],6%,i,2%,·
CCOC(=O)C1CCN(CC(=O)NC(=O)NC2CCCCC2)CC1,-12%,8%,4%,-1%,0%,-4%,2%,·
COc1ccc2oc(=O)c(-c3nc(-c4ccc(C)c(C)c4)cs3)cc2c1,-13%,1%,·,·,-5%,·,-16%,·
Fc1ccc(-n2ncc3c(NCCCc4ccccc4)ncnc32)cc1,9%,4%,·,·,-1%,·,-17%,·
O=C(/C=C/c1ccc(O)c(O)c1)O[C@H](Cc1ccc(O)c(O)c1)C(=O)O,13µM*,?,?,16µM*,25µM*[quencher],3.5µM*,?,·
CCOC(=O)N1CCC(NC(=O)CCS(=O)(=O)c2ccc3c(c2)CCN3C(C)=O)CC1,3%,-5%,-5%,1%,0%,6%,3%,8%
CCCCn1c(-c2cccnc2)n[nH]c1=S,3%,5%,2%,18%,-1%,0%,-2%,-2%
CC1=C(C(=O)N(C)C)C(c2ccc(C)s2)NC(=S)N1 (stereo not given),-3%,-2%,-7%,-3%,0%,-6%,2%,·
COc1ccccc1N1CCN(C(=O)CCc2c(C)nn(-c3ccc(N4CCCC4)nn3)c2C)CC1,-4%,6%,·,·,3%,·,0%,·
CCOC(=O)C(=O)Nc1ccccc1C(=O)NC(C)C,-2%,4%,0%,0%,-1%,-16%,-3%,·
Cc1cccc(C)c1NC(=O)C1(N(Cc2ccco2)C(=O)c2ccccn2)CCCC1,-16%,0%,-6%,-1%,-2%,-4%,1%,-5%
O=C(COC(=O)CNC(=O)C1CCCCC1)Nc1ccc(Cl)cn1,11%,-2%,4%,12%,-5%,-7%,3%,5%
CCOC(=O)N1CCN(C(=O)C2CCN(C(=O)c3cc(OC)cc(OC)c3)CC2)CC1,-1%,-6%,8%,2%,-2%,-4%,-6%,2%
CC1CN(S(=O)(=O)c2cccc3cnccc23)CCN1 (stereo not given),-11%,1%,1%,3%,-2%,-1%,5%,·
COC(=O)C1CCN(C(=O)N2CCOCC2)CC1,-3%,0%,11%,-3%,-2%,-1%,-2%,·
O=C(CSc1nnnn1C1CCCC1)Nc1ccc2c(c1)OCCO2,-11%,2%,0%,-3%,0%,i,-4%,6%
Cc1ccc2c(c1)C1OCCC1C1N2C(=O)C2C(C(=O)O)C3C=CC21O3 (stereo not given),-4%,0%,?,0%,4%,11%,4%,·
CCOC(=O)C1CCN(c2c(N(C)Cc3ccco3)c(=O)c2=O)CC1,1%,1%,-1%,-5%,-3%,-7%,-7%,-1%
Cc1cc(C)n2cc(CSc3ccccn3)nc2n1,3%,-7%,?,6%,-2%,-5%,9%,12%
Cc1ccc(CN(C(=O)COc2ccc([N+](=O)[O-])cc2)c2ccccn2)o1,-9%,1%,·,·,5%,·,-3%,·
COC(=O)c1cc(OC)c(OC)cc1NC(=O)c1ccccc1C,0%,-10%,3%,-2%,-1%,i,-5%,1%
Cc1ccc(C)c(CSc2nnc(-c3cccnc3)o2)c1,-13%,-8%,-6%,7%,-2%,-16%,-4%,10%
COC(=O)C1(CC(C)C)C=C2C(=C(c3ccccc3)C(=O)C2C)CN1 (stereo not given),-13%,1%,?,-4%,-3%,-1%,3%,·
Cc1ccc(N(CC(N)=O)C2SC(=O)N(Cc3cccc(C(=O)O)c3)C2=O)cc1 (stereo not given),-26%,-1%,7%,5%,1%,3%,-5%,-5%
CCCCNC(=O)NS(=O)(=O)c1cnccc1Sc1ccc(Cl)cc1,-8%,-2%,-2%,-9%,-1%,-8%,-1%,-2%
O=C(NCCC(c1ccccc1)c1ccccc1)c1cnc2sccn2c1=O,1%,2%,?,8%,-1%,i,-7%,12%
O=C(NNC(=O)c1cccc(Br)c1)Nc1ccc(Cl)cc1,-7%,-6%,8%,17%,-2%,-10%,3%,-6%
CN(C)C(=O)c1cn(-c2ccccc2)c(=O)c2ccccc12,-5%,4%,-2%,1%,-3%,-5%,3%,0%

# Reformatted with bars between the fields: part of the list above
SMILES | Tau fibril ThT | TRb-SRC2 inh | KDM4E inh | RGS12 GoLoco inh | TR SRC2 fluor cs | RECQ1 helicase | Tau fibril FP | L3MBTL1 inh
O=C(NNC(=O)c1cccc(Br)c1)Nc1ccc(Cl)cc1 | -7% | -6% | 8% | 17% | -2% | -10% | 3% | -6%
Cc1ccc2c(c1)C1OCCC1C1N2C(=O)C2C(C(=O)O)C3C=CC21O3 (stereo not given) | -4% | 0% | ? | 0% | 4% | 11% | 4% | ·
COC(=O)C1(CC(C)C)C=C2C(=C(c3ccccc3)C(=O)C2C)CN1 (stereo not given) | -13% | 1% | ? | -4% | -3% | -1% | 3% | ·
CCOC(=O)N1CCN(C(=O)C2CCN(C(=O)c3cc(OC)cc(OC)c3)CC2)CC1 | -1% | -6% | 8% | 2% | -2% | -4% | -6% | 2%
